TNAP act hiacc – increases human TNAP activity under high phosphate acceptor concentration. P05186. purified TNAP, CDP-star luminescence, 1 M DEA, 30 min; stronger effect = higher value; 0 = EDTA background, 1 = DMSO-only activity. activation factor at 20 µM. 200,000 tested, under 10 active;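 active means activation factor at least 2 at 20 µM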
Target sequence (P05186 whole entry, looked up): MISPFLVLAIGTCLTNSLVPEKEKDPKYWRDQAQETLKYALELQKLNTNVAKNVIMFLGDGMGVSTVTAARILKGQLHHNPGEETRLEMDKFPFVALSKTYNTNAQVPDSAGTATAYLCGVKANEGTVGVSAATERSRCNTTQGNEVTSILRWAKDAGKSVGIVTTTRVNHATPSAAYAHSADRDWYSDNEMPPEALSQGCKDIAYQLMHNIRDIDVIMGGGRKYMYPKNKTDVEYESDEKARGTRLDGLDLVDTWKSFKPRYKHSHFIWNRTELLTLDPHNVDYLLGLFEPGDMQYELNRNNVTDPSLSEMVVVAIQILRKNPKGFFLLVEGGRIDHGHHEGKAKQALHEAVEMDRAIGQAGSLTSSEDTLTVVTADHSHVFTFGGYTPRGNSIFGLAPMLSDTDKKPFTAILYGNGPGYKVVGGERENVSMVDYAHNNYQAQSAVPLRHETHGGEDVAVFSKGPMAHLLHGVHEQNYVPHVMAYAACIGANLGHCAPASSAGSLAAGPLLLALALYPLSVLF
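Assay system: human TNAP; Input: enzyme diluted 1/800 final; Reagent: CDP-star luminogenic substrate at 100 µM final; Timing: 30 min, room temperature; Signal: luminescence; Evaluation: TNAP activation factor scaled between EDTA and DMSO control wells.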
bIAP inhibitor – blocks bovine intestinal alkaline phosphatase activity. purified bovine IAP, CDP-star luminescence, 30 min. inhibition, % at 20 µM. 190,000 tested, under 10 active. AID 1019;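 active means over 50% inhibition of intestinal alkaline phosphatase at 20 µM in the single-dose screen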
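Assay system: bovine IAP enzyme; medium: DEA buffer 100 mM, pH 9.8, with MgCl2 1.0 mM, ZnCl2 0.02 mM; doses: 20 µM single dose; incubation: enzyme reaction for 30 min at room temperature; detection: CDP-star luminescence signal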
TNAP inh hi DEA – blocks human TNAP under high phosphate acceptor concentration. AID 1135. purified TNAP, CDP-star luminescence, 1 M DEA. P05186. hit rate 0.03% among 200,000. inhibition, % at 20 µM;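 active means over 50% inhibition of tissue-nonspecific alkaline phosphatase at 20 µM in the single-dose screen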;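 further: plate controls were DMSO wells for no effect and EDTA-quenched wells as full inhibition for full effect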
L major viab – Leishmania major promastigote growth inhibition; Leishmania major promastigotes, resazurin fluorescence viability; inhibition, % at 10 µM; hit rate 9% among 200,000; AID 1063; in the data active means inhibition above about 50%;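 further: promastigotes grown with compound for 44 hours at 28 °C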
TNAP inh no acc – TNAP (human) inhibition, acceptor-free conditions. P05186. purified TNAP, CDP-star luminescence, 30 min. inhibition, % at 20 µM. hit rate 0.26% among 200,000. AID 1012;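 active means tissue-nonspecific alkaline phosphatase inhibition above about 50% at 20 µM in the single-dose screen, limit read from the data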;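 further: 0% = DMSO negative control and 100% = EDTA positive control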
PMI act hi M6P – increases human PMI activity with near-saturating mannose 6-phosphate; P34949; coupled PMI enzyme assay, resazurin fluorescence, 20 min; stronger effect = higher value; 1 = untreated enzyme, 0 = substrate-free blank; activation factor at 20 µM; hit rate 0.34% among 190,000; AID 1216;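 active means activation factor of 2 or more at 20 µM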
Target sequence (P34949 whole entry, looked up): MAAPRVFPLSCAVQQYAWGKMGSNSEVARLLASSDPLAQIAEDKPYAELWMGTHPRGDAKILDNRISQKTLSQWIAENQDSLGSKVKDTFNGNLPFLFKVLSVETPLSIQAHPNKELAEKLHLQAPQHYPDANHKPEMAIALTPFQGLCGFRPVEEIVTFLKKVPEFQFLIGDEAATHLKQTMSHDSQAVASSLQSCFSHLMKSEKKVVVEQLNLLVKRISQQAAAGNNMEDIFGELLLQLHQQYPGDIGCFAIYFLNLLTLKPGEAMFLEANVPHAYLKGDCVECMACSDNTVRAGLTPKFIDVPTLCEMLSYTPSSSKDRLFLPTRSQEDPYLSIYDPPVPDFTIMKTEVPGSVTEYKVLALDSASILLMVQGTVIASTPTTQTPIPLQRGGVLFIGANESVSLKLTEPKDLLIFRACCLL
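Test system – human PMI in coupled enzyme assay · Timing – 20 min incubation at room temperature · Detection – Diaphorase-driven resazurin-to-resorufin fluorescence, excitation 544, emission 590 nm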
bIAP activator – increases bovine intestinal alkaline phosphatase activity; activation factor at 20 µM; purified bovine IAP, CDP-star luminescence, 30 min; stronger effect = higher value; fold of DMSO-control signal, blank-subtracted; AID 1016; hit rate 0.17% among 200,000;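 active means activation factor of 2 or more at 20 µM, a signal rise over negative controls twice the positive control's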
Diaphorase inh – counter-screen for diaphorase-based assays: diaphorase inhibitors and chemical oxidizers; diaphorase resazurin-to-resorufin fluorescence, NADH, 16 min; bacterial (C. kluyveri) enzyme, not human; inhibition, % at 20 µM; hit rate 0.69% among 190,000; AID 1217;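 active means primary screen inhibition at 20 µM above a set limit, cut at about 50% in these data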;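 further: plate controls were DMSO with full reaction for no effect and wells lacking NADH for full effect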
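Detection: fluorescence of resorufin formed from resazurin, Ex 544/Em 590 nm; test system: Clostridium kluyveri diaphorase enzyme; amount: 0.14 U/mL diaphorase, enzyme working solution; times: 16-min room-temperature incubation before reading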
Diaph act CS – diaphorase activation or chemical reduction counter-screen. activation factor at 20 µM. hit rate 0.005% among 190,000. Diaphorase/resazurin coupled assay, resorufin fluorescence, 16 min; stronger effect = higher value; 1 = vehicle wells, 0 = NADH-free wells;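 active means diaphorase activity raised at least twofold by the compound at 20 µM; inactive means activation factor below 2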
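Material: bacterial diaphorase enzyme (C. kluyveri); amount: enzyme 0.07 U/mL final; reagent: NADH substrate 0.114 mM plus resazurin dye 0.1 mM, final; doses: single compound dose of 20 µM, 1% DMSO final; timing: 16 min enzyme reaction, ambient temperature; measured by: fluorescence of resorufin, 544 nm excitation, 590 nm emission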
PMI activator – activators of human phosphomannose isomerase; P34949; purified human PMI, coupled resazurin fluorescence, 20 min; stronger effect = higher value; 1 = vehicle control, 0 substrate-free wells; activation factor at 20 µM; hit rate 0.005% among 190,000;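 active means activation factor of 2 or more at 20 µM, relative to plate controls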
* hit, by the source's call; . = not tested or not shown.

SMILES	TNAP act hiacc	bIAP inhibitor	TNAP inh hi DEA	L major viab	TNAP inh no acc	PMI act hi M6P	bIAP activator	Diaphorase inh	Diaph act CS	PMI activator
Cn1cnnc1SCc1ccccc1	1	9	-4	7	-13	1	0.9	4	1	1
Oc1ccc2ccccc2c1Br	1	-6	-3	4	-3	0.5	1.1	27	0.7	0.9
COc1ccc2nc(C)cc(N3CCOCC3)c2c1	1	-12	-1	1	-6	0.9	1.1	-2	1	0.9
Cc1c(C(=O)Nc2ccc3c(c2)OCO3)sc2nc(-c3ccccc3)cn12	1	4	-3	-5	-11	1	1	7	0.9	0.9
Cc1cc(=O)[nH]c(CN2CCOCC2)n1	1	-15	-2	-3	-1	0.9	1.2	9	0.9	0.9
Cc1ccc(C)c(/C(O)=C2\C(=O)C(=O)N(CCCn3ccnc3)C2c2cccnc2)c1 (configuration not stated)	1	8	-1	-4	0	1	0.9	9	0.9	1.1
O=C(Nc1cccnc1)Nc1ccc(Cl)cc1Cl	1	0	-4	3	-10	0.9	1	22	0.8	0.9
COc1nc(-c2ccc(Cl)cc2)ccc1-c1noc(-c2cccs2)n1	1	15	-1	-5	-8	1.1	0.9	-2	1	1
Cc1nn(-c2ccc(F)cc2)c2nc(N)c(C#N)c(-c3cccs3)c12	1	17	-3	-2	-2	0.9	0.8	18	0.8	0.9
CCN(CC(=O)NC1CCS(=O)(=O)C1)S(=O)(=O)c1ccccc1 (configuration not stated)	1	4	1	48	-20	1	1	4	1	0.9
COc1cccc(-c2nn(-c3ccccc3)cc2CO)c1	1	28	-3	40	-10	1	0.7	17	0.8	0.9
CN(C)C1(CNC(=S)Nc2ccccc2C(F)(F)F)CCCCC1	1	31	2	2	24	1.1	0.7	4	1	1.1
CC1=C(C(=O)OCc2ccc3c(c2)OCO3)C(c2ccc(O)c([N+](=O)[O-])c2)NC(=O)N1 (configuration not stated)	0.9	11	5	-3	18	1	0.9	52*	0.5	1
CCOc1ccc(C(=O)NCCO)cc1	1	2	-4	-3	-6	1	1	41	0.6	1.1
O=C(Nc1cccc(OC(=O)c2cccnc2)c1)c1cccnc1	1	2	-4	-3	6	1	1	4	1	1
O=C(CSc1nnc(-c2ccco2)c(-c2ccco2)n1)c1ccccc1	0.8	2	16	49	-20	.	1	.	.	.
Cc1ccc(S(=O)(=O)CCC(=O)OCC(=O)Nc2ncc(Cl)cc2Cl)cc1	1	5	-1	-3	-4	0.9	1	17	0.8	0.9
COC(=O)C1=C(N)Oc2cc(C)n(CCN3CCOCC3)c(=O)c2C1c1cccnc1 (configuration not stated)	1.1	2	-9	-4	-1	1	1	8	0.9	1.1
O=c1[nH]c2ccc(Cl)cc2c(-c2ccccc2)c1CN1CCOCC1	1	10	0	4	-2	1.2	0.9	46	0.5	1.2
CC1(C)Cc2c(C#N)c(SCCC#N)nc(N3CCOCC3)c2CS1	1	-3	-2	-1	-7	0.8	1	17	0.8	0.9
CCSc1nnc(NC(=O)CSc2nc3c(c(=O)n2-c2ccccc2)SCC3)s1	1.1	10	-5	-3	-15	0.6	0.9	11	0.9	0.8
CCCCCCSc1nsc(NC(C)=O)n1	1.1	3	-5	-3	1	1	1	12	0.9	1
CCOC(=O)C1CCCN(S(=O)(=O)c2cn(C)c(=O)n(C)c2=O)C1 (configuration not stated)	1.1	13	-8	-5	-18	1	0.9	20	0.8	0.9
COc1ccc([N+](=O)[O-])cc1/C=N/NC(=O)c1nonc1N	1	-3	-4	17	-13	0.9	1	21	0.8	1
O=S(=O)(Nc1ncccn1)c1ccc(NS(=O)(=O)c2cccc(Cl)c2Cl)cc1	1	15	-3	-9	-4	1	0.8	4	1	1.2

Compounds above containing a cyano group:
SMILES	TNAP act hiacc	bIAP inhibitor	TNAP inh hi DEA	L major viab	TNAP inh no acc	PMI act hi M6P	bIAP activator	Diaphorase inh	Diaph act CS	PMI activator
Cc1nn(-c2ccc(F)cc2)c2nc(N)c(C#N)c(-c3cccs3)c12	1	17	-3	-2	-2	0.9	0.8	18	0.8	0.9
CC1(C)Cc2c(C#N)c(SCCC#N)nc(N3CCOCC3)c2CS1	1	-3	-2	-1	-7	0.8	1	17	0.8	0.9

Later entries:
SMILES	TNAP act hiacc	bIAP inhibitor	TNAP inh hi DEA	L major viab	TNAP inh no acc	PMI act hi M6P	bIAP activator	Diaphorase inh	Diaph act CS	PMI activator
CN1CCN(S(=O)(=O)c2ccc(NC(=O)c3ccco3)cc2)CC1	1.1	16	-7	0	-15	1	0.8	7	0.9	0.9
CCn1c2ccccc2c2cc(/C=N/O)ccc21	1	10	-3	-4	-9	1	0.9	1	1	1
O=C(OCN1C(=O)c2ccccc2C1=O)c1ccco1	1	-3	-4	3	-14	0.9	1	17	0.8	0.9
COC(=O)c1ccc(CSc2ncnc3sc(C)c(C)c23)o1	1.1	13	-5	-4	-12	1	0.9	18	0.8	0.9
N#Cc1ccccc1Cn1c(=O)n(Cc2ccc(C(=O)NCc3ccco3)cc2)c(=O)c2sccc21	1	6	-2	-6	-8	1	0.9	26	0.7	0.9
Cc1csc(=Nc2cccnc2)n1Cc1ccco1	1	-8	-4	14	7	1	1.1	4	1	1
CCOC(=O)/C(=N\Nc1ccccc1)c1csc(Nc2ccc(C)cc2)n1	1	.	0	6	0	1	0.5	25	0.7	0.9
COc1ccc(S(=O)(=O)Nc2cc(C(=O)NC(C)C)ccc2N2CCOCC2)cc1	1.1	27	-6	2	-9	1	0.7	13	0.9	1
C[C@H](CCC(=O)O)[C@H]1CC[C@H]2[C@@H]3C(=O)C[C@@H]4CC(=O)CC[C@]4(C)[C@H]3CC(=O)[C@]12C	1	-18	-3	-1	-12	1.1	1.2	3	1	1
CC(=O)Nc1ccc(NC(=O)C(C)OC(=O)CCC(=O)c2ccc(F)cc2)cc1 (configuration not stated)	1.1	0	-6	4	-14	0.9	1	17	0.8	0.9
CC(NC(=O)C1CCCC1)c1ccc2c(c1)OCCO2 (configuration not stated)	1	3	-2	-8	-12	1	1	7	0.9	1
Cc1ccc(C)n1-n1cnc2sc3c(c2c1=O)CCCCC3	1	5	-3	-3	1	0.9	0.9	20	0.8	0.8
COc1ccc(CCNC(=O)C2CCN(S(=O)(=O)c3cccs3)CC2)cc1OC	1	28	2	5	4	1	0.7	12	0.9	1
CN(c1ccc(C(=O)N2CCN(Cc3ccc4c(c3)OCO4)CC2)cc1)S(C)(=O)=O	1	-7	-4	-6	-5	1	1.1	-3	1	1
CC1CC(=O)NN=C1c1ccc(NCCO)c([N+](=O)[O-])c1 (configuration not stated)	0.9	24	6	-3	2	0.9	0.8	20	0.8	0.9
COc1cccc(C(=O)N2C(C(=O)O)CSC2c2ccccc2Cl)c1 (configuration not stated)	1	12	-1	-3	-3	1.1	0.9	-4	1	1.2
O=C1OC(Nc2nccs2)c2ccccc21 (configuration not stated)	1.1	13	-9	-2	-12	0.9	0.9	12	0.9	1
O=[N+]([O-])c1ccc(Nc2ccc(Cl)cc2)nc1	1	9	3	10	5	1	0.9	21	0.8	0.9
Cc1ccc(-n2ncc3c(=O)n(CC(=O)NC4CCCCC4)cnc32)cc1	1.1	11	-9	-5	-17	1	0.9	8	0.9	1
Cc1c(Br)c(C(=O)N2CCc3ccccc32)nn1C	1	24	0	25	-3	1	0.8	10	0.9	0.9
O=C(Nc1ccccc1)C1=C[C@@H](C2CC2)C[C@@H](OCc2ccc(CO)cc2)O1	1	12	-3	-2	-9	1	0.9	9	0.9	1
CC(=O)N1N=C(C)CC1c1ccc(O)cc1 (configuration not stated)	1	1	1	14	-11	1	1	10	0.9	1
N#CCCN(C(=O)COC(=O)c1ccc2c(c1)NC(=O)CS2)c1ccc2c(c1)OCCO2	1.1	-1	-8	-7	-18	1	1	16	0.8	1
COc1ccc(OC)c(N(CC(=O)Nc2ccc3c(c2)OCCO3)S(C)(=O)=O)c1	1	0	-1	0	-5	0.8	1	22	0.8	0.9
O=C(CCc1nnc(C2CCCCC2)o1)N1CCN(Cc2ccccc2)CC1	1.1	-2	-8	-2	-10	1.1	1	10	0.9	1
(listing goes on)
SMILES	TNAP act hiacc	bIAP inhibitor	TNAP inh hi DEA	L major viab	TNAP inh no acc	PMI act hi M6P	bIAP activator	Diaphorase inh	Diaph act CS	PMI activator
O=C(CSc1ncn[nH]1)Nc1c(F)cc(F)cc1Br	1.1	-9	-7	-1	6	1	1.1	0	1	0.9
CN(C)c1ccc(-c2nc3ccccc3n2C)cc1	1	7	-1	40	-6	1	0.9	10	0.9	1.2
O=C(O)c1ccc(-c2ncc[nH]2)cc1	1	-9	2	0	-2	1.2	1.1	-11	1.1	1.3
Cc1ccc(C2N(c3ccccc3)C(=S)N3CCCN23)cc1 (configuration not stated)	1.1	2	-5	10	-9	1	1	8	0.9	1.1
CCOC(=O)c1cc(NC(=O)SCC(=O)O)c(C)nc1C	1.1	5	-6	3	20	1.1	1	24	0.8	1
CCNc1ccc(S(=O)(=O)N(C)C)cc1[N+](=O)[O-]	1	1	1	-13	-1	0.8	1	16	0.8	0.8
CCCNC(=O)CNC(=S)N(Cc1ccccc1F)C1CCCCC1	1	-32	-3	2	-9	1.1	1.3	-4	1	0.9
Cc1ccc(-c2cc(C(=O)NCCc3ccc(S(N)(=O)=O)cc3)c3ccccc3n2)cc1	1	3	-1	17	-6	0.8	1	10	0.9	0.9
O=C1/C(=C\c2cccs2)SC(=S)N1C1CCS(=O)(=O)C1 (configuration not stated)	1	9	4	77*	14	0.9	0.9	16	0.8	0.9
Cc1ccc([N+](=O)[O-])cc1S(=O)(=O)N1CCCC1	1	-1	1	-4	-12	1	1	3	1	0.9
Cc1cccc(NC(=O)Cn2nnc(C(=O)NCc3cccs3)c2N)c1C	1	6	-3	-5	-8	1	0.9	10	0.9	1
Cc1cc(C)cc(N2C(=O)C3NN=C(C(=O)OCc4ccccc4)C3C2=O)c1 (configuration not stated)	1.1	4	-6	-4	2	1	1	3	1	1

Among those listed so far, four have a COOH group:
SMILES	TNAP act hiacc	bIAP inhibitor	TNAP inh hi DEA	L major viab	TNAP inh no acc	PMI act hi M6P	bIAP activator	Diaphorase inh	Diaph act CS	PMI activator
C[C@H](CCC(=O)O)[C@H]1CC[C@H]2[C@@H]3C(=O)C[C@@H]4CC(=O)CC[C@]4(C)[C@H]3CC(=O)[C@]12C	1	-18	-3	-1	-12	1.1	1.2	3	1	1
COc1cccc(C(=O)N2C(C(=O)O)CSC2c2ccccc2Cl)c1 (configuration not stated)	1	12	-1	-3	-3	1.1	0.9	-4	1	1.2
O=C(O)c1ccc(-c2ncc[nH]2)cc1	1	-9	2	0	-2	1.2	1.1	-11	1.1	1.3
CCOC(=O)c1cc(NC(=O)SCC(=O)O)c(C)nc1C	1.1	5	-6	3	20	1.1	1	24	0.8	1

Screens (PubChem BioAssay)
